From PubChem BioAssay
PLK1 PBD inh: blocks phosphopeptide binding to human PLK1 polo-box domain | Plk1 PBD binding of FITC phosphopeptide, fluorescence polarization | Potency, µM, without a hit: max response, negative = inhibition, usual class: inhibitors | 360,000 compounds, 2.8% hits | AID 720504; note: potency is the fitted concentration of half-maximal effect; series mostly up to about 57 µM; % is set by controls: 0 for no effect and ±100 for the full control effect; nearly all actives have a fitted effect of over 65% in size
PTHR1 ag: PTHR1 (human) receptor agonism. HEK293 GP2 PTHR1 cells, GloSensor cAMP luminescence, 1 h. Potency, µM (doses to about 115 µM), inactives show at the top dose activation, usual class: activators. 410,000 compounds, 0.075% hits. AID 743266; note: potency is the fitted concentration of half-maximal effect; nearly all actives have a fitted effect of over 55% in size; some results filed as inactive show a strong effect at the top dose; inactives centre near -15; many of its hits are not listed in these tables
Target sequence (Q03431 whole entry, looked up): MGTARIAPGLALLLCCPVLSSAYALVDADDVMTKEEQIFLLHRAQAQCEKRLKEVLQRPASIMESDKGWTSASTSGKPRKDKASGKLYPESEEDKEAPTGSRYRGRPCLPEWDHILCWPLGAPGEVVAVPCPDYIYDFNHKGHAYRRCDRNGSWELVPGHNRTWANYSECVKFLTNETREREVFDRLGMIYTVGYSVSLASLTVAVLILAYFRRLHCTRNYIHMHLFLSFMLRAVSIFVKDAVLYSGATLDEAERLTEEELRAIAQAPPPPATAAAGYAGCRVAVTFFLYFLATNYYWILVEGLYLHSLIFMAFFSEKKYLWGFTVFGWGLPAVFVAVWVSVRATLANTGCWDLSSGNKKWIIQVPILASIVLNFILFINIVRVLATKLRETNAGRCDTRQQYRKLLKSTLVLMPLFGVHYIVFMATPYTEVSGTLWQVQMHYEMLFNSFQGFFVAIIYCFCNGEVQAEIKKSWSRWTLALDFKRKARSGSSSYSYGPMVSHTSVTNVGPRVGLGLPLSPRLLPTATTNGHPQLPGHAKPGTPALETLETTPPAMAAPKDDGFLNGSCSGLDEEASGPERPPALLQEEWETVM
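HEK-293-derived GP2 cells expressing PTHR1 and a GloSensor cAMP reporter, 3,000/well, plated overnight, given luciferin plus IBMX (each 0.5 mM as added) for 1 h at 37 °C, then compound for 1 h at 37 °C. Luminescence was read after 15 min at room temperature.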
EPAC1 agonist: EPAC1 (human) agonism. O95398. EPAC1 agonist qHTS, biochemical assay; response scale: 100% = response to 6.5 mM cAMP. Potency, µM (top dose mostly 154 µM), for inactives: at the top dose activation, usual class: activators. 360,000 compounds, 0.073% hits. AID 720707; note: potency is the fitted concentration of half-maximal effect; nearly all actives have a fitted effect of over 60% in size
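Fluorescent GDP-exchange assay: 100 nM EPAC1 with 250 nM Rap1B preloaded with BODIPY-GDP and 50 uM GDP; compounds tested as concentration series, 5 min at room temperature, then read every 5 min for 30 min (ex 480/em 540 nm); normalized to 6.5 mM cAMP.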
GLP-1R inv ag: acts as inverse agonist at human GLP-1 receptor | AID 624417 | HEK293 GLP-1R CRE-luciferase, luminescence, 24 h; GLP-1R form is constitutively active | 410,000 compounds, 1.6% hits | Potency, µM (series often up to 38.3 µM), without a hit: top-dose activity change, negative = inhibition, actives largely listed as inhibitors; note: potency is the fitted concentration of half-maximal effect; % is set by controls: 0 for no effect and ±100 for the full control effect; nearly all actives have a fitted effect of over 55% in size
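GLP-1R inverse agonism mode: basal reporter luminescence in engineered HEK293 cells measured after one day of compound exposure at 37 deg C, with a 12 min room-temperature detection step.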
IL2 activator: IL-2 activation | activation, % (series mostly up to about 46 µM) | 360,000 compounds, 0.065% hits | IL-2 activation reporter assay, cell-based qHTS; stimulated with anti-CD3/CD4/CD28 beads; in transgenic mouse T cells; in the data active = activation above about 50%; inconclusive = mostly about 30% to 49%; note: 0% is about no effect
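Readout: EGFP and DsRed signals by fluorescent plate cytometry. Unstimulated transgenic mouse T cells received compound 60 min before antibody-bead stimulation, then incubated 18 h at 37 degrees C.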
PI5P4Ka inh: blocks human PI5P4K alpha kinase activity. max response, %. 330,000 compounds, 1.2% hits. P48426. PI5P4Kalpha enzyme, ADP-Glo luminescence, 60 min; stronger effect = lower value; active = max response of -50% or lower; inconclusive = between -30% and -50%; inactive = -30% or higher; note: value at the top dose of about 77 µM; % is set by controls: 0 for no effect and ±100 for the full control effect
Target sequence (P48426 whole entry, looked up): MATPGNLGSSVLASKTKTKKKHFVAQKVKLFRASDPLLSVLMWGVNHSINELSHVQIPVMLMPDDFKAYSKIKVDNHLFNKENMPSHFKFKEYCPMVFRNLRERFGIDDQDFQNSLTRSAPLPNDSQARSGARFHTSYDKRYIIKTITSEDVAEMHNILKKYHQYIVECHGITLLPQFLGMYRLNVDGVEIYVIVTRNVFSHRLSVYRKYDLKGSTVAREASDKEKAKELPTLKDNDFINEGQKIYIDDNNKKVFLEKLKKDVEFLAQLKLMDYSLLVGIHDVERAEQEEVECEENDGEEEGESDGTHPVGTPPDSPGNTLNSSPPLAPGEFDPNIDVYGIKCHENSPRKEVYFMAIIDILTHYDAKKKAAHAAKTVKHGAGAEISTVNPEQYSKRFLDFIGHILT
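Quantitative HTS of the MLSMR library against PI5P4Kalpha with substrate. ATP added last at 5 microM final; room temperature, 60 minutes. Remaining ATP depleted, ADP converted and read as luminescence.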
GLP1R cytotox: cytotoxicity counter-screen for GLP-1 receptor inverse agonists | Potency, µM (titrated, usually from 38.3 µM), inactives show at the highest dose activity change, negative = inhibition, actives largely listed as inhibitors | HEK293 cAMP-luciferase reporter cells, luminescence, 24 h | 410,000 compounds, 0.13% hits;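 note: loss of luciferase light is scored as toxicity; potency is the fitted concentration of half-maximal effect; % is set by controls: 0 for no effect and ±100 for the full control effect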
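1536-well qHTS counterscreen of the MLSMR; 200 cells/uL, 12 h pre-incubation, 23 nL cpd, 24 h at 37 deg C 5% CO2, luciferase detection reagent, 12 min RT, luminescence. Inhibition = undesired.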
GLP-1R agonist: agonists of human GLP-1 receptor; Potency, µM (titrated, usually from 45.6 µM), inactives show top-dose activation, most hits filed as activators; 380,000 compounds, 0.007% hits; HEK293 GLP-1R CRE-luciferase, luminescence, 4-6 h; cells express a hypersensitive GLP-1R form; P43220; note: potency is the fitted concentration of half-maximal effect; % of control where 0% means no effect
EPAC1 antag: EPAC1 (human) antagonism. O95398. EPAC1 GEF assay, Rap1b-BODIPY-GDP exchange fluorescence. Potency, µM (titrated, usually from 115 µM), for the others: at the highest dose activity change, negative = inhibition, most hits filed as inhibitors. 360,000 compounds, 0.14% hits. AID 720709;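 note: potency is the fitted concentration of half-maximal effect; plate controls were vehicle for no effect and positive control for full effect; nearly all actives have a fitted effect of over 50% in size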
* hit, by the source's call; i = inactive; ? = inconclusive; · = not tested or not shown; [ ] = another dose, or the depositor's remark. Unless noted, calls come from the whole dose curve; as a rule, active = well fitted curve in the direction sought with a large enough effect; inconclusive = small, poorly fitted or top-dose-only effect, or another doubt; inactive = no such curve, though single readings can be large; an effect the other way counts as inactive or inconclusive. A portion of the library. The share of hits here may be higher or lower than overall.

SMILES	PLK1 PBD inh	PTHR1 ag	EPAC1 agonist	GLP-1R inv ag	IL2 activator	PI5P4Ka inh	GLP1R cytotox	GLP-1R agonist	EPAC1 antag
COc1cc(-c2nnc(NC(=O)c3ccco3)o2)cc(OC)c1OC	-3%	-23%	2%	16%	0.6	2	6%	3%	-9%
CCc1ccc(NC(=O)C(C)OC(=O)c2cc(=O)[nH]c3ccc(S(=O)(=O)Nc4ccc(F)cc4)cc23)cc1 (stereo not given)	3%	-20%	-12%	-7%	-0.8	-5	-30%	6%	-9%
CCCOC(=O)c1ccc(NC(=O)C(=O)NCC2CCCO2)cc1 (stereo not given)	-4%	-11%	-6%	?	-1.2	1	?	-6%	3%
CCOC(=O)C1(CCCc2ccccc2)CCN(C(=O)C2CCCO2)CC1 (stereo not given)	-9%	-14%	-6%	?	-3.1	1	-6%	11%	-4%
O=C(C1CC1)N1CCc2cc(Br)cc(S(=O)(=O)NCc3ccco3)c21	-9%	i	-2%	11%	-0.4	-3	6%	7%	6%
CC(=O)NC1(NC(C)=O)CCN(C)CC1	-4%	i	-1%	5%	0.6	3	7%	1%	-34%
C#Cc1ccc([C@H]2C=C(C(=O)N3CCOCC3)O[C@@H](OCC)[C@@H]2CCCO)cc1	-15%	-10%	2%	-23%	0.2	-5	-7%	-1%	5%
O=C(CCCC(=O)OCC(Cl)=C(Cl)Cl)Nc1ccc(F)cc1	4%	i	1%	4%	-0.6	-3	-3%	7%	?
COc1cccc(C(=O)Nc2cc(C(=O)NCCc3ccccc3)ccc2Cl)c1	-6%	20%[57.5 µM]	4%	-20%	-1.4	·	-4%	9%	1%
COc1ccc(-c2oc3ncn4nc(Cc5ccccc5)nc4c3c2-c2ccc(OC)cc2)cc1	-7%	-24%[57.5 µM]	-1%	6%	-2.9	0	-1%	-6%	10%

The last four entries of the part above open the next one.
SMILES	PLK1 PBD inh	PTHR1 ag	EPAC1 agonist	GLP-1R inv ag	IL2 activator	PI5P4Ka inh	GLP1R cytotox	GLP-1R agonist	EPAC1 antag
C#Cc1ccc([C@H]2C=C(C(=O)N3CCOCC3)O[C@@H](OCC)[C@@H]2CCCO)cc1	-15%	-10%	2%	-23%	0.2	-5	-7%	-1%	5%
O=C(CCCC(=O)OCC(Cl)=C(Cl)Cl)Nc1ccc(F)cc1	4%	i	1%	4%	-0.6	-3	-3%	7%	?
COc1cccc(C(=O)Nc2cc(C(=O)NCCc3ccccc3)ccc2Cl)c1	-6%	20%[57.5 µM]	4%	-20%	-1.4	·	-4%	9%	1%
COc1ccc(-c2oc3ncn4nc(Cc5ccccc5)nc4c3c2-c2ccc(OC)cc2)cc1	-7%	-24%[57.5 µM]	-1%	6%	-2.9	0	-1%	-6%	10%
CCOC(=O)C1CCN(c2c(NCc3ccc(C(=O)NC4CCCC4)cc3)c(=O)c2=O)CC1	-1%	1%	-8%	1%	1.3	-6	-4%	6%	10%
COc1cccc(CNC(=O)N2CCN(c3ccccc3Cl)CC2)c1	-1%	i	-6%	?	-0.5	6	-10%	14%	-1%
O=C1CCCN1CCCn1cnc2c([nH]c3ccc(F)cc32)c1=O	-3%	-2%[57.5 µM]	0%	30%[activator]	-0.2	-3	8%	-3%	-9%
CN(C)CCC(=O)N1c2ccccc2Sc2ccc(Cl)cc21	-1%	i	12%	?	-0.3	1	-9%	11%	13%
CCCCC(CC)CNC(=O)CCS(=O)(=O)c1cccc2nonc12 (stereo not given)	-1%	i	-15%	?	1.4	-3	-15%	20%	-17%
OC(c1ccc(F)c(F)c1)c1nc(-c2ccc3c(c2)OCO3)cs1 (stereo not given)	-3%	i	1%	-14%	0.9	-1	2%	14%	0%
COc1ccc(/C=C/C(=O)Nc2ccc(C)c(S(=O)(=O)N3CCOCC3)c2)cc1	-6%	-52%[inhibitor]	-15%	?	-0.6	-2	-17%	-5%	-8%
CCOc1ccccc1N(CC(=O)NC1CCCCC1)S(=O)(=O)c1ccccc1	-5%	i	-3%	?	-1.5	6	3%	10%	0%
Cc1nn(-c2ccc(Cl)cc2)c2[nH]c(CCl)cc(=O)c12	-11%	-36%[inhibitor]	5%	-10%	-1.2	-14	8%	-2%	-3%
CCCOc1ccc(NC(=O)C2CC(=O)N(C(C)C)C2)cc1 (stereo not given)	-5%	i	-8%	0%	1.6	-2	-6%	-10%	3%
Cc1ccccc1N(CC(=O)N1CCN(Cc2ccccc2)CC1)S(C)(=O)=O	-2%	i	0%	-19%	-0.8	-1	3%	-1%	14%
CNC(=O)CN1C(=O)NC2(CCc3ccccc3C2)C1=O (stereo not given)	-13%	-6%	-2%	37%[activator]	0.4	-4	2%	6%	-10%
O=C1CNC(=S)N1Cc1ccc(Cl)cc1	0%	-69%	-2%	-8%	0.5	-10	-5%	-5%	-2%
CCOc1ccccc1N1CC(C(=O)Nc2ccc(C(=O)O)cc2)CC1=O (stereo not given)	-9%	-16%[57.5 µM]	1%	2%	-0.2	-2	-15%	3%	0%
CC(C)C[C@H]1CN(CCCC[C@@H]2CNC(=O)C(=O)N2CCc2ccccc2)C(=O)C(=O)N1Cc1ccccc1	-7%	16%	-11%	3%	0.3	-2	-6%	0%	-11%
Cc1nc2nc(C(F)(F)F)[nH]c2nc1C	4%	i	2%	12%	-3.0	5	0%	0%	2%
CC1(C)CC(=O)C(/C=N/n2cnc3ccccc3c2=O)=C(O)C1	-3%	i	-4%	14%	-0.9	-7	-14%	-1%	16%
CCOc1ccc2c(c1)C(N(CCN1CCOCC1)C(=O)Nc1ccccc1)CC(C)(C)O2 (stereo not given)	8%	i	7%	-9%	-0.2	1	-3%	0%	4%
C#CCOCCOCCOCCNc1nc(N2CCN(C(=O)Cn3cc(CCCN=C(N)N)nn3)CC2)nc(N2CCN(C(=O)[C@H](C(C)C)n3cc(CCO)nn3)CC2)n1	6%	-24%	-25%	8%	0.9	-2	-3%	-3%	-3%
CC(=O)Nc1ccc(S(=O)(=O)NC(C)C(=O)OCCOc2ccc(F)cc2)cc1 (stereo not given)	-2%	-8%	10%	-1%	-0.8	2	-1%	0%	-24%
Cn1c(C(=O)NC2CCCCC2)cc2c(=O)n3ccccc3nc21	-4%	1%	1%	19%	0.3	0	39%[activator]	6%	-3%
CCOC(=O)Cc1csc(NC(=O)NC2(C(F)(F)F)Oc3cc(Cl)c(Cl)cc3O2)n1	21µM*	-14%	-5%	-22%	0.7	-6	?	-10%	-5%
O=C(Nc1ccc(F)cc1)c1nc(S(=O)(=O)Cc2ccccc2)ncc1Cl	17µM*	-22%	-8%	?	-3.9	-8	?	-6%	-2%
OC1(c2nc3ccccc3[nH]2)CCCCC1	0%	-22%	5%	-11%	-2.4	3	?	-1%	-12%
CCN1CN(CCc2ccccc2)CNC1=S	-3%	-14%	5%	1%	-4.4	4	-1%	-1%	-10%
O=c1[nH]nc(SCCS(=O)(=O)c2ccc(F)cc2)n1-c1ccc2c(c1)OCCO2	-19%	i	3%	-23%	-0.3	0	?	14%	2%
Cc1nnc(SCC(=O)N2CCOCC2)c2ccccc12	-4%	i	2%	4%	1.4	6	-10%	1%	12%
COCCN(C(=O)c1ccc(-c2ccc([N+](=O)[O-])cc2)o1)c1c(N)n(CC(C)C)c(=O)[nH]c1=O	-10%	-10%	-3%	15%	-3.6	-26	3%	-1%	12%
Cc1cc(C)nc(CCNC(=O)CC2C(=O)NCCN2Cc2ccc(F)cc2Cl)n1 (stereo not given)	-9%	-26%	-1%	3%	-0.7	-2	-4%	0%	-11%
O=C(Oc1ccc(-c2cn3c(n2)SCC3)cc1)c1ccccc1	?	-84%[inhibitor]	-1%	16%	2.1	-9	5%	-2%	-9%
Cc1ccc(C)c2[nH]c(=O)c(C(c3nnnn3Cc3ccccc3)N3CCc4ccccc4C3)cc12 (stereo not given)	-18%	i	0%	0%	-1.6	·	1%	0%	-1%
Cc1ccc(NC(=O)CCNS(=O)(=O)c2ccc3c(c2)CCC(=O)N3)cc1	-1%	i	-4%	-3%	-2.0	-8	1%	0%	5%
Cc1cccc(N(CC(=O)NC2CCCCC2)C(=O)c2csnn2)c1	-24%	i	2%	-2%	-1.2	-4	10%	1%	8%
Cc1ccc(N=C2SCCCN2C(=O)c2cccc(N3C(=O)CCC3=O)c2)cc1Cl	0%	i	-12%	-9%	-4.9	-2	-12%	-5%	-7%
Fc1ccc2cnc(-c3ccccc3F)cc2c1	4%	-47%[inhibitor]	-3%	12%	0.3	-1	5%	-1%	-12%
COc1ccc(CCN2CC(C(=O)NCc3ccon3)CCC2=O)cc1 (stereo not given)	3%	-9%	6%	17%	-2.3	2	1%	1%	2%
O=C(Nc1ccc(OC(F)F)cc1)c1cc(S(=O)(=O)N2CCOCC2)ccc1F	-3%	-12%	1%	?	-0.1	3	2%	27%	-16%
Cc1cc(C)cc(C(=O)NC(=S)Nc2ccc(Cc3ccncc3)cc2)c1	-19%	-19%	7%	?	0.1	-6	?	-3%	-5%
CC(C)(C)CC(=O)N1CCN(c2ccc(S(=O)(=O)N3CCOCC3)cc2[N+](=O)[O-])CC1	-2%	-31%[inhibitor]	-4%	0%	0.6	2	1%	4%	-7%
Cc1ccccc1C(=O)N1CCC(C(=O)N(C)CC(=O)Nc2cccc(F)c2)CC1	1%	-11%	2%	24%	0.6	4	2%	-3%	8%
CCOC(=O)Cc1nnc(NC(=O)c2ccco2)s1	-2%	11%[57.5 µM]	-3%	6%	0.6	-12	0%	-16%	9%
COc1ccc(NC(=O)NC2CCCc3ccccc32)cc1OC (stereo not given)	-2%	i	-10%	-5%	-1.8	0	15%	2%	14%
CCOP(=O)(OCC)c1nc(-c2cccc3ccccc23)oc1NCc1ccc(OC)cc1	1%	2%	-1%	?	0.7	23	-5%	21%	-15%
O=C(NCCc1ccccc1)C1CCC(=O)N1CCc1ccccc1 (stereo not given)	-13%	i	2%	4%	-0.4	1	0%	6%	-6%
O=C(c1ccc(C(F)(F)F)cc1)N1CCC(=O)N(C(COCc2ccccc2)Cc2ccccc2)CC1 (stereo not given)	-16%	i	3%	?	-2.0	11	?	9%	?
